Assay outcomes as filed in PubChem.
PAFAH1B3 FP inh = blocks human PAF acetylhydrolase 1B catalytic subunit 3 | Q15102 | inhibition, % at 3.39 µM | 0.28% of 340,000 active | recombinant PAFAH1B3, FP-rhodamine probe, fluorescence polarization;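 active means inhibition above the screen-wide average of all tested compounds plus 3 SD, cut at about 25% in these data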;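 further: 0% = enzyme with DMSO only and 100% = wells lacking PAFAH1B3 protein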
PAFAH2 inh = PAFAH2 (human) inhibition; inhibition, % at 3.39 µM; recombinant PAFAH2, FP-rhodamine activity probe, fluorescence polarization; 0.99% of 340,000 active; AID 492956;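 active means inhibition above the mean over all tested compounds plus 3 SD, cut at about 30% in these data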;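 further: inhibitors block probe labeling of enzyme so polarization drops; 0% = enzyme with DMSO and 100% = wells lacking PAFAH2 protein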
PAFAH1B2 inh = inhibitors of human PAFAH1B2; P68402; inhibition, % at 3.39 µM; AID 492953; 1.2% of 340,000 active; recombinant PAFAH1B2, FP-rhodamine activity probe, fluorescence polarization;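 active means inhibition above the mean of all tested compounds plus 3 SD, cut at about 24% in these data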;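 further: 0% = enzyme with DMSO and 100% = wells lacking PAFAH1B2; many of its hits are not listed in these tables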
ZTA DNA inh = counter-screen for EBNA-1 inhibitors: inhibitors of Epstein-Barr virus ZTA. P03206. ZTA-DNA binding, fluorescence polarization. inhibition, % at 11 µM. 0.15% of 320,000 active; in the data active means inhibition above about 33%
EBNA-1 inh = blocks EBNA-1 binding to DNA. EBNA-1 DNA binding, fluorescence polarization. inhibition, % at 14.8 µM. 0.34% of 300,000 active. AID 1950; in the data active means inhibition above about 28%
LYPLA1 counter = counter-screen for PME1 inhibitors: inhibitors of human LYPLA1 | O75608 | recombinant LYPLA1, FP-Rh probe fluorescence polarization | inhibition, % at 5.9 µM | 0.16% of 320,000 active;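 active means inhibition above the mean of all tested compounds plus 3 SD, set per campaign, cut at about 14% in these data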;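 further: inhibitors block serine hydrolase probe labeling of LYPLA1 so polarization falls; 0% = enzyme with DMSO and 100% = wells lacking LYPLA1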
Target sequence (O75608 whole entry, looked up): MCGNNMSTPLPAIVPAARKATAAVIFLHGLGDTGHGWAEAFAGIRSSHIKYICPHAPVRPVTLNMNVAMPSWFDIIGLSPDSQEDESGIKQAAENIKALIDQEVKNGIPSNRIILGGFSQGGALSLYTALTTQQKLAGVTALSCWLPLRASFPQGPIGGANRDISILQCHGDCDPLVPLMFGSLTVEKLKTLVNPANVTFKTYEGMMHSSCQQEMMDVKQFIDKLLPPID
LYPLA2 inh = counter-screen for PME1 inhibitors: inhibitors of human LYPLA2 | 0.38% of 320,000 active | inhibition, % at 5.9 µM | recombinant LYPLA2, FP-Rh probe fluorescence polarization | O95372;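 active means inhibition above the screen-wide mean plus 3 SD, limit set per campaign, cut at about 26% in these data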;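 further: 0% = LYPLA2 with DMSO and 100% = wells lacking LYPLA2 enzyme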
pPAFAH FP inh = pPAFAH (human) enzyme inhibition; recombinant pPAFAH, FP-rhodamine probe fluorescence polarization; inhibition, % at 3.39 µM; 1.5% of 330,000 active;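 active means inhibition above the mean inhibition across the screen plus 3 SD, cut at about 25% in these data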;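 further: inhibitors block binding of the rhodamine activity-based probe so polarization drops; 0% = enzyme with DMSO and 100% = wells lacking pPAFAH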
PREPL inh = inhibits the human prolyl oligopeptidase-like enzyme; inhibition, % at 5.96 µM; AID 2751; 0.68% of 320,000 active; recombinant PREPL, fluorescence polarization activity-based probe; Q4J6C6; in the data active means inhibition above about 43%;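 further: 0% = enzyme with DMSO and 100% = wells lacking enzyme; many of its hits are not listed in these tables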
Target sequence (Q4J6C6 whole entry, looked up): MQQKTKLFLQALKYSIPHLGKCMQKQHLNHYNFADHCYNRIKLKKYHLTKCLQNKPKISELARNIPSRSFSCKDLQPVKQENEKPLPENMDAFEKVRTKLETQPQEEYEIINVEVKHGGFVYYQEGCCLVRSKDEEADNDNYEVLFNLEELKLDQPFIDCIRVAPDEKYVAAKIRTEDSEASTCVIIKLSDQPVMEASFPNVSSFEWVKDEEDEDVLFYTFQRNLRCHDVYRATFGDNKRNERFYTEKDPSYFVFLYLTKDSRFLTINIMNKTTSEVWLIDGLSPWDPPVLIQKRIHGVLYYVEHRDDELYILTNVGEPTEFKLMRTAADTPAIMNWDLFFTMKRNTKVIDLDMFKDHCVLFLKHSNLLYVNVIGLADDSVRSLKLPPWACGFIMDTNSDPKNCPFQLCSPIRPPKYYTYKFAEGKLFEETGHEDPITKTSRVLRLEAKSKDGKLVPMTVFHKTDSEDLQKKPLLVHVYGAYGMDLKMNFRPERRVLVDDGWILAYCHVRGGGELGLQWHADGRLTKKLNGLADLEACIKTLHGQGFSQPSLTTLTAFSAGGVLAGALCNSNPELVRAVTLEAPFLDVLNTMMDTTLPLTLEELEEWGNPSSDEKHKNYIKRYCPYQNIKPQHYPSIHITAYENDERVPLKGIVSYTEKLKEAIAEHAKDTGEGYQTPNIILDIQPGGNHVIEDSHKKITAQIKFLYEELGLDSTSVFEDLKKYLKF
Active calls of the source: *; / = no result given. An excerpt; the hit share may differ from the screen's.

SMILES	PAFAH1B3 FP inh	PAFAH2 inh	PAFAH1B2 inh	ZTA DNA inh	EBNA-1 inh	LYPLA1 counter	LYPLA2 inh	pPAFAH FP inh	PREPL inh
CCOC(=O)CN1CC23C=CC(O2)C(C(=O)NCc2ccccc2OC)C3C1=O (centres undefined)	3	-1	3	21	4	3	7	0	-2
COc1ccc(S(=O)(=O)Cc2ccc(C(=O)N3CCN(c4cccc(C)c4)C(C)C3)o2)cc1 (centres undefined)	3	5	-1	-9	-4	5	6	11	7
C=CCc1cc(S(=O)(=O)c2ccc(O)c(CC=C)c2)ccc1O	6	2	6	-9	-7	-4	-6	-1	8
CCOC(=O)C1=C(COC(=O)C2CC(=O)N(c3ccccc3F)C2)NC(=O)NC1C (centres undefined)	6	-8	-1	3	/	4	4	2	3
O=C(C(c1ccccc1)c1ccccc1)N1CCCc2ccccc21	2	-1	4	11	-11	-1	-3	0	12
COc1cc(/C=N/n2cnnc2)ccc1OCc1ccccc1	0	-11	2	-10	10	0	1	5	46*
CC1(C)CC(NNCCC#N)=CC(=[N+]2CCCC2)C1	-3	3	-1	0	-24	-2	-5	-3	18
Cc1cccc2sc(N(CCN(C)C)C(=O)c3cc(Cl)sc3Cl)nc12	8	-3	1	6	-4	-1	-4	3	-6
CCOC(=O)CC(=O)CSc1nc(N)c(C#N)c(-c2ccc(F)cc2)c1C#N	-6	4	4	13	-8	-5	1	28*	9
CCN1CCCC1CNC(=O)Cn1cccc1C(=O)c1ccccc1 (centres undefined)	7	0	2	0	-5	-4	-5	-1	2
CCCCONc1ncnc2nonc12	1	-3	0	0	-11	4	11	-4	-6
Nc1nc(NCCCN2CCOCC2)nc(Nc2ccccc2F)c1[N+](=O)[O-]	9	-1	6	13	7	1	3	7	13
COc1ccc(Br)cc1C(=O)N/N=C/c1cccnc1	8	2	3	-1	-6	0	2	6	6
O=C(COC(=O)c1ccccc1Nc1ccccc1)NCc1ccccc1Cl	-5	-5	1	-3	-4	8	-1	5	-5
CCCNC(=O)CN1CCC(c2nc3ccccc3[nH]2)CC1	9	-5	1	-7	-3	0	0	2	1

Only LYPLA1 counter, for three of the compounds above:
smiles | LYPLA1 counter
COc1ccc(S(=O)(=O)Cc2ccc(C(=O)N3CCN(c4cccc(C)c4)C(C)C3)o2)cc1 (centres undefined) | 5
C=CCc1cc(S(=O)(=O)c2ccc(O)c(CC=C)c2)ccc1O | -4
CCOC(=O)C1=C(COC(=O)C2CC(=O)N(c3ccccc3F)C2)NC(=O)NC1C (centres undefined) | 4

Next section
SMILES	PAFAH1B3 FP inh	PAFAH2 inh	PAFAH1B2 inh	ZTA DNA inh	EBNA-1 inh	LYPLA1 counter	LYPLA2 inh	pPAFAH FP inh	PREPL inh
O=C(NNC(=O)C1CC1)c1ccc(-c2ccccc2)cc1	-6	-10	8	-1	2	4	5	-2	2
O=C(Nc1ccccc1Cl)C1CCCN(S(=O)(=O)c2ccc(F)cc2)C1 (centres undefined)	0	5	2	9	-11	0	-4	-6	12
COc1ccc(-c2cc(C(F)(F)F)nc(SCc3cccc(C(=O)O)c3)n2)cc1	-4	-3	0	-5	8	0	12	8	17
O=C(Nc1ccc(F)cc1)c1cn(-c2ccccc2)nc1-c1ccncc1	0	-1	0	4	0	-10	-2	0	-25
O=C(C1=C(O)C(=O)N(Cc2ccco2)C1c1ccccc1)c1cccs1 (centres undefined)	8	-6	10	9	0	-1	4	-2	-1
COc1cccc(/C=C/C(=O)OCC(=O)Nc2ccc(Cl)c(S(=O)(=O)N(C)C)c2)c1OC	-3	82*	-3	-4	-8	-27	-45	7	-3
CN=C(Nc1cc(C)nn1-c1ccccc1)c1ccccc1	-4	2	-6	-6	8	1	-7	-1	1
Cc1ccc(C)c(NC(=O)COC(=O)c2nn(C)c(=O)c3ccccc23)c1	7	8	2	/	/	/	/	1	12
N#Cc1c(-c2ccccc2)cc(-c2ccccc2)[nH]c1=O	2	-7	4	0	-26	-2	4	3	10
CCc1cccc(NC(=O)CCSCCC(=O)Nc2cccc(CC)c2)c1	1	-5	4	-5	2	-11	-14	6	-33
CCCNC(=O)C1(CC2CC(c3ccccc3)=NO2)CCN(C(=O)CCCCCBr)CC1 (centres undefined)	4	3	2	-5	-7	0	-1	4	1
O=C(O)/C=C\C(=O)NNC(=O)c1cc(-c2ccccc2)n[nH]1	0	2	5	-17	0	-7	-6	-5	-2
CN(CC(=O)Nc1ccc(F)cc1)C(=O)CSc1nncs1	2	4	2	6	-2	-2	5	-2	11
COc1ccccc1NC(=S)N1CCn2cccc2C1c1cccnc1 (centres undefined)	0	-4	2	-10	8	0	4	1	15
COC(=O)COc1cccc(NS(=O)(=O)c2cccc([N+](=O)[O-])c2)c1	2	2	0	-16	-16	1	-3	0	20

Part of the list above in order of formula weight, rising.
SMILES	PAFAH1B3 FP inh	PAFAH2 inh	PAFAH1B2 inh	ZTA DNA inh	EBNA-1 inh	LYPLA1 counter	LYPLA2 inh	pPAFAH FP inh	PREPL inh
N#Cc1c(-c2ccccc2)cc(-c2ccccc2)[nH]c1=O	2	-7	4	0	-26	-2	4	3	10
O=C(NNC(=O)C1CC1)c1ccc(-c2ccccc2)cc1	-6	-10	8	-1	2	4	5	-2	2
CN=C(Nc1cc(C)nn1-c1ccccc1)c1ccccc1	-4	2	-6	-6	8	1	-7	-1	1
CCCNC(=O)CN1CCC(c2nc3ccccc3[nH]2)CC1	9	-5	1	-7	-3	0	0	2	1
COc1ccc(Br)cc1C(=O)N/N=C/c1cccnc1	8	2	3	-1	-6	0	2	6	6
CN(CC(=O)Nc1ccc(F)cc1)C(=O)CSc1nncs1	2	4	2	6	-2	-2	5	-2	11
O=C(Nc1ccc(F)cc1)c1cn(-c2ccccc2)nc1-c1ccncc1	0	-1	0	4	0	-10	-2	0	-25
COc1ccccc1NC(=S)N1CCn2cccc2C1c1cccnc1 (centres undefined)	0	-4	2	-10	8	0	4	1	15
O=C(C1=C(O)C(=O)N(Cc2ccco2)C1c1ccccc1)c1cccs1 (centres undefined)	8	-6	10	9	0	-1	4	-2	-1
COC(=O)COc1cccc(NS(=O)(=O)c2cccc([N+](=O)[O-])c2)c1	2	2	0	-16	-16	1	-3	0	20
CCc1cccc(NC(=O)CCSCCC(=O)Nc2cccc(CC)c2)c1	1	-5	4	-5	2	-11	-14	6	-33
Nc1nc(NCCCN2CCOCC2)nc(Nc2ccccc2F)c1[N+](=O)[O-]	9	-1	6	13	7	1	3	7	13
O=C(COC(=O)c1ccccc1Nc1ccccc1)NCc1ccccc1Cl	-5	-5	1	-3	-4	8	-1	5	-5
O=C(Nc1ccccc1Cl)C1CCCN(S(=O)(=O)c2ccc(F)cc2)C1 (centres undefined)	0	5	2	9	-11	0	-4	-6	12
COc1ccc(-c2cc(C(F)(F)F)nc(SCc3cccc(C(=O)O)c3)n2)cc1	-4	-3	0	-5	8	0	12	8	17
COc1cccc(/C=C/C(=O)OCC(=O)Nc2ccc(Cl)c(S(=O)(=O)N(C)C)c2)c1OC	-3	82*	-3	-4	-8	-27	-45	7	-3

(cont.)
SMILES	PAFAH1B3 FP inh	PAFAH2 inh	PAFAH1B2 inh	ZTA DNA inh	EBNA-1 inh	LYPLA1 counter	LYPLA2 inh	pPAFAH FP inh	PREPL inh
CCOC(=O)c1c(/N=C/C2=C(O)CCCC2=O)sc(C)c1C	0	14	0	-12	-8	0	1	7	-6
COc1ccccc1C(C)Nc1ccc(S(=O)(=O)N2CCN(C)CC2)cc1[N+](=O)[O-] (centres undefined)	8	2	-2	-4	/	5	5	4	5
Cc1cc(NC(=O)CCN2C(=O)c3ccccc3C2=O)no1	7	-3	6	-13	7	0	0	3	4
Fc1ccccc1CNC(=S)Nc1ccc(Cl)cc1	8	2	-1	5	0	-2	11	3	1
Cc1cc(S(=O)(=O)NCc2ccc3c(c2)OCO3)ccc1F	2	6	14	-3	-6	2	-6	-2	-2
COc1cc(OC)c(/C=N/NC(=O)c2ccc([N+](=O)[O-])cc2)cc1Br	10	0	2	-16	-2	-2	3	2	5
COC(=O)c1cc(OC)c(OC)cc1NC(=S)Nc1cc(Cl)ccc1OC	0	-4	-2	-14	-6	7	5	8	5
Cc1cc(C)cc(C(=O)NCC(=O)OCC(=O)c2cc(C)n(CC(F)(F)F)c2C)c1	0	-1	2	6	-2	-2	-1	18	-5
O=C(COc1ccccc1)Nc1cccc(-c2cn3cccnc3n2)c1	4	-1	1	0	-10	-4	1	2	4
Cc1cc(C)n2c(SC(C)C(=O)NC3(C#N)CCCCC3)nnc2n1 (centres undefined)	-1	7	3	-5	/	0	0	-8	0
Cc1ccc(-n2nc3c(c2NC(=O)c2ccc(OC(C)C)cc2)CS(=O)C3)cc1 (centres undefined)	-1	4	4	-31	1	1	2	3	15
Cc1ccccc1COC[C@H](CC(C)C)N1CCN(C(=O)c2cccc(C(F)(F)F)c2)CCC1=O	3	2	5	-8	3	0	-2	-4	4
CCOC(=O)CC1COCCN1C(=O)c1ccc2oc(Cc3ccccc3)nc2c1 (centres undefined)	4	-1	-4	11	-3	-1	-2	2	8
COc1ccc(N2CCN(C(=O)C3=NNC(=O)CC3)CC2)cc1	-2	-1	-7	-15	-8	-2	5	-1	19
CCn1c(SCC(=O)c2ccc(O)c(O)c2)nnc1-c1ccccc1OC	12	42*	5	-18	-13	2	6	29*	5
CCCC1(c2ccccc2)NC(=O)N(CC(=O)c2[nH]c(C)c(C(=O)OCC)c2C)C1=O (centres undefined)	2	5	1	13	0	-16	-8	3	-51
O=C(NCCCn1ccnc1)C1CC(c2cccc(Br)c2)=NO1 (centres undefined)	4	-1	-1	-14	-10	3	10	-2	13
COc1ccc(-n2c(=O)[nH]cc(C(=O)Nc3ccc4c(c3)OCCO4)c2=O)cc1	5	1	-2	-4	2	-2	0	8	11
CC(C)NC(NC(=O)Cc1ccccc1)C(Cl)(Cl)Cl (centres undefined)	1	9	4	11	0	-3	-5	-6	1
Cc1ccc(C)c(OCc2nnc(SCC(=O)NCc3ccc4c(c3)OCO4)o2)c1	8	4	5	-19	-13	-1	-3	4	8
O=C(N/N=C(\c1ccccc1)c1cccnc1)c1cc(O)ccc1O	/	/	/	-2	-15	0	2	18	7
O=C(CSc1cccc[n+]1[O-])NCCCc1ccccc1	4	-1	-2	11	7	-4	-2	2	-8
CC(C)(C)c1ccc(/C=C/C(=O)NC2=NCCS2)cc1	0	10	4	6	-11	3	9	2	1
